High-throughput results as filed in PubChem.
LYP phosphatase – inhibitors of LYP phosphatase, biochemical, fluorescence intensity, uHTS (AID 1779). recombinant LYP phosphatase, fluorescence intensity; higher % means a stronger effect. inhibition, % at 11.5 µM, or IC50 in µM where a hit was titrated. 0.054% of 290,000 active; in the data active = inhibition above about 50%;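 note: plate controls were vehicle with enzyme for no effect and no enzyme for full effect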
Lipid droplet – hepatic lipid droplet formation modulation; AID 1656; AML12 mouse hepatocytes, oleate lipid droplets, BODIPY imaging; inhibition, % at 6.5 µM; 0.4% of 240,000 active;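 active = lipid droplet intensity inhibited by at least 50%, with more than 500 cells counted; inconclusive = wells with under 300 cells, treated as cytotoxic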
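Test system: AML12 mouse liver cells; schedule: overnight exposure; technique: high-content imaging of BODIPY-stained droplets and DAPI nuclei; read-out: % inhibition of corrected integrated BODIPY droplet signal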
SV40 large T antigen – TAg ATPase/helicase activity blockers – biochemical (AID 1903). SV40 large T antigen ATPase/helicase inhibition assay; higher % means a stronger effect. 0.39% of 310,000 active. inhibition, % at 20 µM, or IC50 in µM where a hit was titrated; in the data active = a potency from the dose series; inconclusive = inhibition mostly from about 32% at the one dose, without a potency; inactive = the rest, 99 in 100 with inhibition below about 32%; note: strong numbers were not always called active
T cell modulator – modulates CD8 T cell binding to vesicles. 2C CD8+ T cell-vesicle binding, flow cytometry; stronger effect = lower value. calls only at 7 µM. 0.068% of 330,000 active. AID 2052;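 active = response, share of CD8 T cells binding vesicles, and their 90th percentile fluorescence all below set limits, cut at about 80% in these data, passing the limit was not always enough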
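Benchmarks: naked versus QL9-loaded vesicles / Assay system: purified 2C TCR transgenic mouse naive CD8+ T cells / Technique: high-throughput flow cytometry with anti-B7-1 and anti-CD8 staining / Timing: Cell–vesicle co-incubation 1.5 h at 37 °C, staining 20 min on ice / Read-out: percent CD8+ FL2 mean versus row control / Probe or stimulus: QL9-loaded Drosophila micro-vesicles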
GPR55 LPI antagonism – GPR55 antagonists blocking LPI-driven arrestin recruitment, primary screen, imaging, U2OS, beta-arrestin-GFP, LPI agonist (AID 2013); U2OS GPR55 beta-arrestin-GFP translocation imaging, LPI antagonism; higher % means a stronger effect; inhibition, % at 10 µM, or IC50 in µM where a hit was titrated; 0.13% of 290,000 active;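 active = spots per cell inhibited over 60%, with over 100 cells counted and total cytoplasm intensity under 500,000; inconclusive = wells with under 100 cells, flagged as likely toxic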;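 note: U2OS cells stably carrying GPR55 and arrestin-GFP stimulated by 5 µM LPI near EC80; imaged beta-arrestin-GFP aggregate spots per cell after agonist stimulation; plate controls were LPI-stimulated DMSO wells for no effect and DMSO wells without LPI for full effect; some results filed as inactive read as strong as hits; confirmed hits need IC50 under 10 µM and bright autofluorescent wells are also inconclusive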
GPR35 antagonists – inhibition of zaprinast-stimulated GPR35 beta-arrestin translocation – imaging, U2OS, beta-arrestin-GFP, zaprinast agonist, primary screen (AID 2058) | U2OS GPR35 beta-arrestin-GFP translocation imaging, zaprinast antagonism; higher % means a stronger effect | 0.052% of 290,000 active | inhibition, % at 10 µM, or IC50 in µM where a hit was titrated;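 active = inhibition of at least 50% with at least 30 cells and total cytoplasm GFP at most 10,000,000; inconclusive = under 30 cells or total GFP of 10,000,000 plus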
GPR55 beta-arrestin – selective activators of receptor GPR55 – imaging, U2OS cells, beta-arrestin-GFP redistribution, primary screen (AID 1961) | one-dose activation, % at 10 µM; EC50 in µM for titrated hits | U2OS GPR55 beta-arrestin-GFP redistribution imaging; higher % means a stronger effect | 0.048% of 290,000 active;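 active = activation above 40% with more than 50 cells counted in the well; inconclusive = wells holding fewer than 50 cells, flagged as toxic or sparse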;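 note: U2OS osteosarcoma cells stably expressing GPR55 and beta-arrestin-GFP; plate controls were DMSO negative control for no effect and LPI positive control for full effect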
NTR1 agonist – NTR1-driven beta-arrestin-GFP spot formation – imaging, U2OS cells, high content, primary screen (AID 493036) | agonist mode | activation, % at 20 µM | 0.17% of 330,000 active | P30989;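 active = activation at or above 40% of the spot to cytoplasm intensity ratio, with at least 20 cells analyzed; inconclusive = wells under 20 cells, flagged as cytotoxic or low count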;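 note: 0% = DMSO without peptide and 100% = 100 nM NTR1 peptide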
Target sequence (P30989 whole entry, looked up): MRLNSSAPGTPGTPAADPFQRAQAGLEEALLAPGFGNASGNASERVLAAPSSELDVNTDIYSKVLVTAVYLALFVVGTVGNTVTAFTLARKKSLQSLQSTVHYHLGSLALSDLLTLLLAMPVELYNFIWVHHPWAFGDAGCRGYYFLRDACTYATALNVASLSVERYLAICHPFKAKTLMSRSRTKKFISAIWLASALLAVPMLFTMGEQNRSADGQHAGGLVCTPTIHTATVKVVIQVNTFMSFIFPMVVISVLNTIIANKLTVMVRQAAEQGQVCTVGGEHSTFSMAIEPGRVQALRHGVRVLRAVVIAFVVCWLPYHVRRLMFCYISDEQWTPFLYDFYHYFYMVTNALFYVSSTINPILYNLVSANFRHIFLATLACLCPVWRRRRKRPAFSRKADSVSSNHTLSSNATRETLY
MgcRacGAP inhibition – MgcRacGAP GTPase-activating activity inhibitors, confirmation, biochemical, ADP Hunter fluorescence; inhibition, % at 30 µM; hits with a dose series show IC50 in µM; MgcRacGAP-stimulated Rac1 GTP hydrolysis, ADP Hunter fluorescence; higher % means a stronger effect; GST-tagged Rac1 F28L mutant substrate; 0.6% of 340,000 active;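 active = first-screen hits whose inhibition reached a set limit at any dose in the follow-up dose series; inconclusive = inhibition above the set first-screen limit but never retested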;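 note: fluorescence reports GDP produced by GAP-driven GTP hydrolysis; strong numbers were not always called active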
Lipid droplet cells 6.5 µM – recorded beside Lipid droplet, whose call it bears; cell count; measured here: cell count, cytotoxicity flag;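 cells counted across two imaged fields per well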
T cell modulator vesicle-bound % – also measured in T cell modulator; calls as there; double positive events, %; measured here: CD8+ vesicle-bound cell fraction;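 binding gate set so that unloaded-vesicle control wells show 10% double positive cells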
NTR1 agonist cell count 20 µM – further read-out of NTR1 agonist, marked with its call; cell count; measured here: cell count, cytotoxicity flag
An asterisk follows results filed as active; i = inactive; u = inconclusive; x = no result given.

molecule,LYP phosphatase,Lipid droplet,Lipid droplet cells 6.5 µM,SV40 large T antigen,T cell modulator,T cell modulator vesicle-bound %,GPR55 LPI antagonism,GPR35 antagonists,GPR55 beta-arrestin,NTR1 agonist,NTR1 agonist cell count 20 µM,MgcRacGAP inhibition
CCOC(=O)c1sc2nc(C)cc(C)c2c1N,1%,-12,706,3%,i,33,-3%,0%,-0.1%,-1.3,97,8%
Cc1ccccc1COC(=O)c1nn(-c2ccccc2)nc1N,-17%,16,716,-5%,i,56,9%,1%,0.2%,1.1,92,13%
CC(C)CNc1nc(SCC(=O)Nc2ccccc2)nc(N2CCOCC2)n1,-2%,2,708,22%,i,26,-4%,-5%,0.4%,0.7,65,9%
CC(C)CNC(=O)C1c2ccccc2Oc2ccccc21,-7%,1,649,22%,i,31,2%,-8%,-0.3%,0.2,45,3%
O=C(COC(=O)c1ccccc1SCC(=O)N1CCCC1)Nc1ccccc1C(F)(F)F,-9%,-21,541,11%,i,10,u,5%,-0.1%,-0.9,78,6%
Cc1cc(C)c(NC(=O)C(C)N2CCCCCC2)c(C)c1 (centres undefined),-12%,-3,819,11%,i,66,2%,2%,-0.1%,-0.4,59,7%
CC(Sc1nnc(COc2ccccc2)n1Cc1ccccc1)C(=O)O (centres undefined),4%,0,696,x,i,30,11%,-5%,-0.1%,0.2,25,5%
Cc1ccc(/C=N\NC(=O)c2ccc3c(c2)OCO3)o1,2%,-4,613,7%,i,70,-8%,8%,-0.1%,-0.9,61,5%
CCOC(=O)c1cc(C)[nH]c1C,-10%,13,612,18%,i,27,13%,18%,0.0%,1.1,48,-12%
CC(C)CC(=O)O/N=C1\C(=O)N(c2ccccc2)c2ccccc21,-7%,x,x,4%,i,28,2%,4%,-0.1%,1.0,51,7%
COc1ccc(/C=N/NC(=O)c2[nH]c3ccc(Cl)cc3c2-c2ccccc2)c(C(=O)O)c1OC,-6%,x,x,21%,i,44,0%,7%,-0.1%,-1.2,77,7%
O=C(CSc1nc(O)cc(=O)n1-c1ccccc1)Nc1ccccn1,-6%,-3,712,4%,i,0,-19%,-2%,-0.5%,0.9,29,2%
COc1cc(/C=C/C(=O)OCC(=O)Nc2ccc(NC(C)=O)cc2)cc(S(=O)(=O)N2CCc3ccccc32)c1OC,6%,3,679,10%,i,29,6%,-5%,0.4%,2.3,79,4%
Cc1cc(NC(=O)c2ccc(F)cc2F)n(-c2nc3ccccc3[nH]2)n1,-5%,x,x,8%,i,58,3%,-10%,0.0%,1.6,39,5%
COc1cccc(-c2nc(CS(=O)(=O)CC(=O)NCc3ccccc3OC)c(C)o2)c1,-7%,5,760,5%,i,39,3%,2%,0.0%,1.7,48,2%
c1ccc(OCc2nnc3n2N=C(c2ccccc2)CS3)cc1,-3%,-12,727,8%,i,35,0%,-13%,0.8%,2.1,52,11%
Cc1ccc(Cn2nnc3c(=O)n(CC(=O)NCc4ccco4)cnc32)cc1,-7%,0,737,7%,x,x,3%,8%,-0.3%,-0.8,46,16%
COC(=O)Nc1nc(-c2ccccc2)c(C(=O)c2ccc(Cl)cc2)s1,-1%,-188,331,6%,i,29,-2%,4%,0.1%,-0.8,36,12%
OCC1CCCN(C(=S)Nc2ccc(OC(F)F)cc2)C1 (centres undefined),-6%,-8,676,14%,i,48,-1%,2%,0.4%,1.3,46,7%
NS(=O)(=O)c1ccc(NC(=O)N[C@@H](Cc2ccccc2)C(=O)O)cc1,-1%,6,678,6%,x,x,8%,-3%,0.2%,x,x,7%

More records follow.
molecule,LYP phosphatase,Lipid droplet,Lipid droplet cells 6.5 µM,SV40 large T antigen,T cell modulator,T cell modulator vesicle-bound %,GPR55 LPI antagonism,GPR35 antagonists,GPR55 beta-arrestin,NTR1 agonist,NTR1 agonist cell count 20 µM,MgcRacGAP inhibition
COc1ccccc1C1CCN(Cc2c(C)[nH]c3ccccc23)CC1,-7%,-10,720,8%,i,47,4%,4%,-0.2%,5.0,41,14%
CCOC(=O)c1ccc(S(=O)(=O)N2CCN(C(C)=O)CC2)cc1,-10%,-5,654,-43%,i,47,-5%,-2%,0.0%,0.7,68,5%
O=C(CCS(=O)(=O)c1ccccc1)N(CCCN1CCOCC1)c1nc2c(F)cccc2s1,x,x,x,-8%,i,50,x,x,x,15,76,2%
COC(=O)c1ccc(C23CC4(C2)[C@H](CN(Cc2ccc(C(F)(F)F)cc2)[C@@H]4c2ccccc2)C3c2ccccc2)cc1 (some centres undefined),-8%,-28,654,5%,i,31,-5%,-2%,-0.1%,0.3,69,8%
COc1ccc2[nH]c(=O)c(CN(CC3CCCO3)C(=O)Nc3ccc(F)cc3)cc2c1 (centres undefined),2%,-2,624,14%,x,x,-8%,-5%,-0.2%,x,x,10%
Cc1cccc(-c2noc(CCCOc3ccc(Cl)cc3Cl)n2)c1,-2%,-54,640,0%,i,11,6%,5%,-0.1%,-0.5,54,1%
Cc1ccc(N2C(=O)CSC2c2ccccn2)cc1Cl (centres undefined),-7%,x,x,3%,i,14,x,-4%,0.3%,-0.6,55,14%
COc1ccc(CCN(C)C(=O)c2cnc(C)cn2)cc1OC,-4%,x,x,6%,i,24,-12%,6%,x,-1.0,47,4%
C#CCNC(=O)C1CCN(c2ccc(S(=O)(=O)N3CCOCC3)cc2Cl)CC1,-3%,0,622,8%,i,26,-11%,-4%,-0.1%,-0.3,54,0%
COC(=O)C1C2C=CC(C3CC23)C1C(=O)OCC(=O)c1ccccc1 (centres undefined),-9%,0,658,2%,i,33,3%,-18%,0.0%,0.2,84,6%
CC(=O)Oc1ccc(Cl)cc1/C=C/c1cc(OC(C)=O)c2ccccc2n1,-1%,3,665,0%,i,36,2%,-2%,-0.3%,x,x,x
CNC(=S)Nc1ccc(-c2nc3ccc(C)cc3s2)cc1,-1%,-11,708,7%,i,58,-12%,-4%,-0.1%,4.9,65,12%
COc1ccc(-c2nc(-c3ccccc3OC)no2)cc1OC,-6%,x,x,5%,i,54,17%,8%,0.2%,5.2,76,0%
C1=C(c2ccco2)N2CCN=C2S1,-2%,-3,816,4%,i,52,0%,-1%,-0.3%,-1.2,65,8%
CCc1ccc(CN2CCSCC2)cc1,-8%,2,801,21%,i,40,13%,-2%,0.3%,0.1,64,31%
O=C1N(Cc2ccccc2F)c2ccccc2C12OCCCO2,-3%,x,x,3%,i,16,10%,1%,-0.1%,2.3,82,9%
O=C(COC(=O)COc1ccc(Cl)cc1)Nc1ccc(F)c([N+](=O)[O-])c1,2%,15,723,-2%,i,43,4%,2%,-0.4%,-1.2,69,10%
O=C(CN(c1ccc(Cl)cc1)S(=O)(=O)c1ccccc1)N/N=C/c1ccco1,-1%,-1,776,8%,i,19,-7%,-12%,-0.2%,1.7,34,9%
CC(NC(=O)COC(=O)Cc1ccc(-c2ccccc2)cc1)c1ccccc1 (centres undefined),0%,-6,651,1%,i,10,8%,6%,-0.2%,0.9,48,2%
O=C(CN1CCN(C(=O)N2CCOCC2)CC1)Nc1ccc(Br)cc1,1%,3,809,1%,i,21,-9%,8%,-0.2%,0.4,53,4%

Other entries follow:
molecule,LYP phosphatase,Lipid droplet,Lipid droplet cells 6.5 µM,SV40 large T antigen,T cell modulator,T cell modulator vesicle-bound %,GPR55 LPI antagonism,GPR35 antagonists,GPR55 beta-arrestin,NTR1 agonist,NTR1 agonist cell count 20 µM,MgcRacGAP inhibition
COc1ccc(/C=C2/C(=O)N(c3nc4ccccc4s3)N=C2CSc2ccc(Cl)cc2)cc1,-4%,-1,682,5%,i,15,3%,7%,-0.3%,-0.4,43,2%
CC(/C=N/NC(=O)c1cc(-c2cccn2C)n[nH]1)=C\c1ccccc1,-6%,-10,736,8%,i,29,-8%,8%,0.4%,2.4,59,x
CCn1cnc2c1c(=O)n(CC(=O)NCc1ccccc1)c(=O)n2Cc1ccccc1,-10%,4,683,1%,i,50,10%,-9%,0.5%,-0.4,43,-2%
Cn1c(-c2cc3ccc(OC(=O)C(C)(C)C)cc3oc2=O)nc2ccccc21,-2%,x,x,4%,i,24,7%,-2%,1.9%,0.5,73,1%
CC(C)(C)C(=O)N1CCN(C(c2ccccc2)c2ccccc2)CC1,-4%,x,x,9%,i,44,6%,12%,-0.1%,2.7,88,10%
Cc1nc(CCNC(=O)CC2C(=O)NCCN2CC(C)(C)C)nc2c1CCC2 (centres undefined),-7%,-6,715,18%,i,29,13%,3%,-0.1%,0.3,54,6%
CCCOc1ccc(N2C(=O)CC(NCc3ccc(S(N)(=O)=O)cc3)C2=O)cc1 (centres undefined),2%,-6,759,x,i,50,-10%,-2%,0.1%,0.8,95,6%
CCCNC(C)C(=O)Nc1ccccc1C (centres undefined),-5%,-5,771,6%,i,17,-5%,-17%,-0.5%,2.8,67,5%
COc1ccc(CSCC(=O)Nc2ccccc2)cc1[N+](=O)[O-],-3%,2,812,5%,i,16,-6%,-12%,-0.2%,-0.7,54,7%
CCOc1ccc(/C=C/C2=Cc3c(sc(NC(=O)CSc4n[nH]c(N)n4)c3C#N)C(C)(C)C2)cc1,7%,x,x,16%,i,54,25%,14%,-0.1%,11,73,20%
Cc1cc(C(=O)N2CCN(c3ccccc3)CC2)c(C)o1,1%,x,x,18%,i,34,9%,0%,0.8%,0.6,47,3%
O=C(N/N=C/c1ccccn1)c1ccc(Br)cc1,-4%,-19,788,0%,i,33,3%,6%,-0.2%,3.8,58,8%
CCn1c(=O)cc(SCC(=O)N2CCN(c3ccccc3OC)CC2)c2ccccc21,3%,x,x,18%,i,23,8%,24%,0.2%,8.1,52,7%
COCCNC(=O)c1cc2c3ccccc3n(C)c2s1,1%,x,x,18%,i,52,-2%,4%,0.2%,-0.7,67,4%
Cc1[nH]ncc1-c1nc2ccccc2[nH]1,-2%,6,862,8%,i,19,2%,-3%,-0.1%,1.8,50,11%
COc1ccc(NC(=O)CSc2nnnn2C2CCCCC2)cc1,-6%,-1,807,4%,i,17,-1%,-6%,-0.3%,5.5,42,7%
